# JMJD2A Tudor inh – JMJD2A Tudor domain (human) inhibition. O75164. 390,000 compounds, 4.4% hits. Potency, µM (highest dose often 114 µM), inactives show at the top dose activity change, negative = inhibition, usual class: inhibitors. AID 504339. AlphaScreen JMJD2A-Tudor / H3K4me3 peptide binding; further: on the % scale 0 is the no-effect control and ±100 the full control effect; nearly all actives have a fitted effect of over 50% in size
# APE1 inh – blocks human APE1 abasic DNA cleavage; recombinant APE1, TAMRA/BHQ-2 abasic DNA cleavage fluorescence; Potency, µM (titrated, usually from 65.8 µM), for the others: top-dose activity change, negative = inhibition, hits mostly inhibitors; 350,000 compounds, 0.35% hits;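 further: plate controls were vehicle for no effect and reference inhibitor for full effect; nearly all actives have a fitted effect of over 55% in size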
#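 Step 1: APE1 (0.75 nM) with compound, 15 min RT. Step 2: add 50 nM fluorophore/quencher THF duplex. Step 3: three fluorescence reads 60 s apart (525/598 nm); read 3 minus read 1 = reaction progress.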
# BAZ2B inh – BAZ2B (human) inhibition. Q9UIF8. AlphaScreen BAZ2B-H3K14Ac peptide displacement. Potency, µM (top dose mostly 114 µM), inactives show top-dose activity change, negative = inhibition, hits mostly inhibitors. 360,000 compounds, 4.4% hits. AID 504333; further: on the % scale 0 is the no-effect control and ±100 the full control effect; nearly all actives have a fitted effect of over 60% in size
#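 AlphaScreen displacement of biotin-H3(5-23)K14Ac peptide (50 nM final) from BAZ2B (50 nM final) in PBS pH 7.4, 0.01% Tween-20; complex preformed 30 min RT, then compounds (top 110 uM) 30 min RT, beads 20 min dark.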
# POLK inh – DNA polymerase kappa (human) inhibition. Q9UBT6. purified Pol kappa, fluorescent DNA synthesis assay, 10 min. Potency, µM (doses to about 107 µM), inactives show at the top dose activity, negative = inhibition, most hits filed as inhibitors. 400,000 compounds, 0.53% hits. AID 588579; further: on the % scale 0 is the no-effect control and ±100 the full control effect
#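 Activity was followed as the change in fluorescence between reads at 0 and 10 min after starting the reaction with 50 nM substrate. Beforehand, 10 nM polymerase had been preincubated with compound for 15 min at room temperature.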
# POLH inh – DNA polymerase eta (human) inhibition | Q9Y253 | recombinant Pol eta, fluorescent DNA replication assay | Potency, µM (doses to about 114 µM), inactives show at the top dose activity change, negative = inhibition, actives largely listed as inhibitors | 390,000 compounds, 1.2% hits | AID 588591; further: on the % scale 0 is the no-effect control and ±100 the full control effect
#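 Pol eta (10 nM) was preincubated with compounds for 15 min at room temperature, after which fluorescent replication substrate (50 nM final) was added to start the reaction. Fluorescence was read kinetically at 0 and 10 min.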
# G9a block – G9a (human) methyltransferase inhibition; Q96KQ7; G9a H3K9 monomethylation, AlphaScreen, 2 h; Potency, µM (doses to about 102 µM), without a hit: at the top dose activity, negative = inhibition, hits mostly inhibitors; 350,000 compounds, 8.8% hits; further: on the % scale 0 is the no-effect control and ±100 the full control effect; nearly all actives have a fitted effect of over 75% in size
#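 Using a bead-based AlphaScreen, monomethylated H3K9 product from 2 h room-temperature reactions (G9a 20 nM, peptide 500 nM, SAM 20 uM) was detected with 0.5 ug/mL rabbit anti-H3K9me1 antibody.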
# BLM helicase inh – inhibitors of human Bloom syndrome helicase BLM; 350,000 compounds, 0.2% hits; AID 2528; Potency, µM (doses to about 56.1 µM), inactives show at the highest dose activity change, negative = inhibition, hits mostly inhibitors; recombinant BLM DNA unwinding, fluorescence dequenching; P54132;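 further: plate controls were vehicle for no effect and no enzyme for full effect; nearly all actives have a fitted effect of over 35% in size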
# Target sequence (P54132 whole entry, looked up): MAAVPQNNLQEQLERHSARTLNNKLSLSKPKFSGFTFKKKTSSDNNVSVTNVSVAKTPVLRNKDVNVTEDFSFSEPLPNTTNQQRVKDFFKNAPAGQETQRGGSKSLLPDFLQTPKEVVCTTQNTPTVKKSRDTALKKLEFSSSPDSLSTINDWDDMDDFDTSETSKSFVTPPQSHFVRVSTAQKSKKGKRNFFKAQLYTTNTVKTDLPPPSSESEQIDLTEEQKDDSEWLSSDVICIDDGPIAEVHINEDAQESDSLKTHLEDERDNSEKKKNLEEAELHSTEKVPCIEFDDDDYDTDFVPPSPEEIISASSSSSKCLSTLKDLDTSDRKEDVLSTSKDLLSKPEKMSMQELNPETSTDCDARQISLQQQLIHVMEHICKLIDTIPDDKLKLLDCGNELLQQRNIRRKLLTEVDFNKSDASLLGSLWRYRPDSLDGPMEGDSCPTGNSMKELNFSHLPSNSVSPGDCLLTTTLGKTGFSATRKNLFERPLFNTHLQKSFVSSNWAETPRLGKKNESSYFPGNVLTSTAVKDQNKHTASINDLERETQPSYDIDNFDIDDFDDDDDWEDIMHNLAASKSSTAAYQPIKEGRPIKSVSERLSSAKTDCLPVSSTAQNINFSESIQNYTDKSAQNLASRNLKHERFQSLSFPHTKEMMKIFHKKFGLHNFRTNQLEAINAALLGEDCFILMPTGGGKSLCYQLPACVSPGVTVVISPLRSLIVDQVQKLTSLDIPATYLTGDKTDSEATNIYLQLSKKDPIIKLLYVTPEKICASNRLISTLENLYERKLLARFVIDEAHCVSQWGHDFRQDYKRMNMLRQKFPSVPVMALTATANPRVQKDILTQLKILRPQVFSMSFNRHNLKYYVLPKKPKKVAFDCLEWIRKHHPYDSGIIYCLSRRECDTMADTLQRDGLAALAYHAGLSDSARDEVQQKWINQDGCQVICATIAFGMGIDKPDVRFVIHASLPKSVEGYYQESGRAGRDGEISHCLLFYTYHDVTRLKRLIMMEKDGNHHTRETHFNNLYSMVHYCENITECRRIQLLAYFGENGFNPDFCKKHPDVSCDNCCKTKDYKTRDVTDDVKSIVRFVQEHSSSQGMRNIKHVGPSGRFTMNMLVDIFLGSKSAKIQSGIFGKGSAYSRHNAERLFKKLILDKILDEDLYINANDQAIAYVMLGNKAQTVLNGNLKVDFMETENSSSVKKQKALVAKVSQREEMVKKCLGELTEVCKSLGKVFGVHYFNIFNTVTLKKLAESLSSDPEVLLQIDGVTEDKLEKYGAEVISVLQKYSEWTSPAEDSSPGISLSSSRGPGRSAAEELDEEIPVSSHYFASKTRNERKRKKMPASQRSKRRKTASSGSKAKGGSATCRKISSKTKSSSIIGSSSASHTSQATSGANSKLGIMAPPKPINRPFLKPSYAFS
# POLI inh – blocks human DNA polymerase iota activity | Pol iota fluorescent replication assay, 10 min | AID 588590 | Q9UNA4 | 390,000 compounds, 1% hits | Potency, µM (highest dose often 115 µM), for the others: top-dose activity, negative = inhibition, actives largely listed as inhibitors
#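 Fluorescent replication assay read twice, at 0 min and 10 min after adding 50 nM (final) substrate. Enzyme (10 nM) and compounds were first incubated 15 min at room temperature; enzyme-free buffer wells were negative controls.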
# Pol beta inh – DNA polymerase beta (human) inhibition; P06746; Pol beta primer extension/strand displacement, fluorescence kinetic; Potency, µM (doses to about 114 µM), for inactives: at the top dose activity change, negative = inhibition, usual class: inhibitors; 340,000 compounds, 1.3% hits; AID 485314; further: on the % scale 0 is the no-effect control and ±100 the full control effect
#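 Kinetic readout of DNA synthesis with strand displacement by Pol beta. Compound and 10 nM enzyme sit 15 min at room temperature; 50 nM substrate starts the reaction, read immediately and at 10 min.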
# * marks the source's active call; other numbers are inactive results; ? = inconclusive; nt = not tested or not shown; & = joins results of further samples; [ ] = remark or other dose. The call rests on the fitted dose curve; in most records, active means well fitted curve in the direction sought with a large enough effect; inconclusive means small, poorly fitted or top-dose-only effect, or another doubt; inactive means no such curve, though single readings can be large; an effect the other way counts as inactive or inconclusive. Potency means the concentration at half of the fitted maximal effect. This is a subset; rates above refer to the full screens.
# Values run as follows: Pol beta inh, BAZ2B inh, POLI inh, G9a block, APE1 inh, POLK inh, BLM helicase inh, POLH inh, JMJD2A Tudor inh
> CSc1ccc(CCNC(=O)C2CCCN(S(=O)(=O)N3CCOCC3)C2)cc1 (configuration not stated)
    -16.1%, -2.9%, 14.9%, 7.7%[0.0925 µM], -11.2%, 7.5%, -4.8%, -13.8%, 3.9%
> NC(=O)c1cc(N)ccc1N1CCCCC1
    9.0%, nt, 39.7%[activator], ?, -0.6%, -12.7%, -1.8%, -27.5%, -9.8%[11.4 µM]
> Cc1cccc(CSc2nc3c(c(=O)n2C)SCC3)c1
    -1.4%, nt, 26.4%, 50.1µM*, -6.8%, -6.6%, -4.9%, -6.1%, ?
> Cc1ccc(CN2CCS(=O)(=O)CC2)cc1
    19.8%, 8.9%, 32.3%, 2.4%, -2.1%, -5.9%, 1.2%, -3.6%, -23.4%
> CCOc1ccc(NC(=O)C(CC)n2nc(-c3ccc(C)c(C)c3)ccc2=O)cc1 (configuration not stated)
    -17.7%, -5.6%, 16.4%, -29.8%[59 µM], nt, -7.5%, -9.3%, -13.6%, -13.6%
> O=C(CSc1ccc2ccccc2n1)Nc1nsc(-c2ccc(Cl)cc2)n1
    1.5%&34.7%, 1.4%&2.5%, 11.3%&-3.5%, -38.9%&1.0%[59 µM], 17.1%, -21.1%&2.3%, -26.2%&-18.1%, ?, -26.8%&-19.2%
> N#Cc1cccnc1N1CCN(C(=O)c2cccc3c2C(=O)c2ccc(-c4ccc(Cl)c(C(F)(F)F)c4)cc2S3(=O)=O)CC1
    nt, nt, 2.9%, nt, -2.4%, 14.8%, nt, -18.5%, -23.8%
> CCOC(=O)c1sc(=S)n(CC)c1N
    10.1%, -4.5%, 7.4%, ?, -1.5%, 1.6%, -2.5%, -12.2%, -30.7%
> COc1ccccc1NC(=O)Cc1nnc(SCC(=O)c2ccccc2)n1C
    1.6%, 1.7%, 100.4%[activator], 18.1%, 45.8%[activator], 6.6%, -0.2%, -22.0%, 4.2%
> COc1ccc(C(=O)Nc2ccc3oc(-c4ccc5ccccc5c4)nc3c2)cc1Br
    -9.9%, -2.8%, 6.1%, -36.4%[59 µM], nt, -5.1%, -10.2%, -6.7%, -10.1%
> CCC(Sc1nnc2c3ccccc3n(CC)c2n1)C(=O)Nc1nnc(C(C)C)s1 (configuration not stated)
    4.0%, -1.8%, 18.4%, -2.8%[59 µM], nt, -1.3%, -0.3%, -3.9%, -2.7%
> N#C/C(=C\c1c(N2CCCCC2)nc2ccccn2c1=O)S(=O)(=O)c1ccccc1
    31.1%, -35.1%, 106.6%[activator], nt, -9.8%, -11.1%, -5.4%, -4.6%, -33.3%
> Cc1cccc(NC(=O)CCNS(=O)(=O)c2cccc3nsnc23)c1
    3.6%, 1.3%, -7.3%, -6.7%[12.7 µM], 2.8%, 1.0%, -3.0%, -5.8%, -6.4%
> O=C(C[n+]1cccc2ccccc21)c1ccc(Cl)cc1
    -21.8%, -23.8%, -7.1%, ?, 20.2%, -11.0%, 0.7%, -5.7%, -14.0%
> Cc1ccc(NC(=O)CSc2nc(-c3ccco3)nc3cc(=O)[nH]n23)c(Cl)c1
    50.1µM*, 44.7µM*, 39.8µM*, nt, -1.3%, ?, -5.3%, 44.7µM*, ?
> Cc1ccc(C(=O)CNc2ccc(Br)cc2)cc1
    1.8%, -2.9%, 7.5%, 24.0%[12.7 µM], 8.5%, -0.2%, -0.4%, 11.3%, -20.0%
> CN1/C(=C\C(=O)COC(=O)C2COc3ccccc3O2)C(C)(C)c2ccccc21 (configuration not stated)
    -10.3%, 4.1%, -5.8%, -1.4%, -3.0%, -20.0%, -13.0%, -7.4%, -7.6%
> O=C(c1ccccc1CCc1ccccc1)N1CCOCC1
    12.3%, 7.5%, 2.3%, 13.0%[59 µM], 16.9%, 2.9%, -1.6%, 5.5%, -2.6%
> COCCn1c(C)cc(C(=O)COC(=O)c2cccnc2SC)c1C
    nt, nt, 20.5%, nt, -10.6%, -6.4%, nt, -6.0%, -23.6%
> Cc1ccc(-c2nc(CS(=O)CC(=O)O)c(C)o2)cc1 (configuration not stated)
    22.1%, 1.9%, -12.9%, -5.5%[59 µM], nt, -3.6%[60.1 µM], -5.9%, 12.9%, -28.7%
> O=C(O)CSCC(=O)N1CCN(S(=O)(=O)c2ccccc2)CC1
    28.2%, -22.3%, 111.6%[activator], ?, -1.6%, -2.2%, -1.7%, -3.3%, -10.7%
> Cc1ccc(-c2nnn(CC(=O)N(Cc3cccs3)C(C(=O)NC(C)(C)C)c3ccco3)n2)o1 (configuration not stated)
    -7.2%, -12.4%, 7.6%, 17.8µM*, -10.6%, -27.2%, -9.4%, -2.8%, -19.8%
> CC/C(=N\Nc1ccc([N+](=O)[O-])cc1[N+](=O)[O-])c1ccc(O)cc1
    -1.7%, 11.2µM*, 28.0%, -35.0%[12.7 µM], -4.8%, 3.4%, -5.2%, -13.9%, -29.9%
> COc1cc(CNCCc2ccc(F)cc2)ccc1OCc1ccc(Cl)nc1
    -0.4%, -16.1%, -4.8%, -6.3%, 3.2%, 1.0%, 18.7%, -2.5%, -1.9%
> CCOc1cccc(CN2CCCC(C(=O)Nc3ccc(-c4ccn[nH]4)cc3)C2)c1O (configuration not stated)
    25.9%, -20.4%, 14.1%, 33.6%, 1.2%, -3.1%, 1.1%, -15.6%, -23.4%
> O=S(=O)(c1ccc(F)cc1)N1CCN(C(=S)NCc2ccco2)CC1
    14.2%, ?, 2.5%, -7.3%[59 µM], 6.3%, -20.5%, -2.5%, -10.8%, -32.8%
> COc1ccc(/C=N/NC(=O)c2cc[n+]([O-])cc2)cc1
    1.4%, -6.0%, 10.7%, 13.1%, 9.3%, -7.9%, -2.0%, 0.2%, -23.2%
> CN(CC(=O)Nc1ccc(F)c(F)c1F)C(=O)c1n[nH]c(=O)c2ccccc12
    nt, nt, -4.2%, nt, 8.0%, 0.8%, nt, -5.7%, -11.1%
> CC(C)NCCOCCOc1ccc(Cl)cc1Br
    35.4%, ?, 2.4%, ?, 1.6%, -5.9%, -7.4%, -8.4%, 3.16µM*
> COc1ccc(NC(=O)C/C(C)=N/NC(=O)c2cnccn2)cc1Cl
    0.7%, -15.0%, -9.3%, nt, -12.2%, -7.2%, 1.4%, -4.4%, -29.7%
> COc1ccc(S(=O)(=O)N2CCCCC2)cc1NC(=O)c1cccs1
    5.3%, -17.7%, -16.9%, 11.3%[12.7 µM], -13.4%, 3.6%, -3.8%, -7.5%, -7.2%
> O=S(=O)(c1cccc(F)c1)N1CCN(Cc2ccc3c(c2)OCO3)CC1
    7.4%, -32.1%, 3.5%, 5.6%, -0.9%, -19.8%, -5.6%, -4.9%, ?
> CSc1ccc(/C=C/C(=O)OCC(=O)NC(C)C)cc1
    5.7%, 10.6%, 65.3%[activator], 78.5%[activator], -7.2%, -1.5%, 1.9%, -5.6%, -11.3%
> Cc1ccc(C)n1-c1nnc(N2CCCC(C(=O)NCc3ccc(Cl)cc3)C2)s1 (configuration not stated)
    4.0%, -12.5%, -5.9%, -12.5%[59 µM], nt, -7.1%, -2.4%, nt, -20.8%
> O=C(CCN1C(=O)C2C3C=CC(C4CC34)C2C1=O)Nc1ccc(Cl)cc1O (configuration not stated)
    32.7%, -13.5%, 10.3%, 7.5%, -0.8%, -4.5%, -2.2%, -6.5%, -5.6%
> C[C@H](CO)N1C[C@H](C)[C@@H](CN(C)CC2CCCCC2)Oc2c(NS(=O)(=O)c3cn(C)cn3)cccc2C1=O
    nt, nt, 5.1%, nt, -0.6%, 3.6%, nt, -6.6%, -24.5%
> Cc1cc(C)c(NC(=O)CCCOC(=O)C2=COCCO2)c(C)c1
    2.0%, -4.3%, 0.8%, 12.0%, -10.0%, 4.8%, 0.1%, -5.7%, -4.1%
> CN(C(=O)c1cc2c(s1)-c1ccc(Cl)cc1SC2)c1cccc(C(F)(F)F)c1
    -15.3%, 9.4%, 52.1%[activator], 0.2%[59 µM], nt, -6.0%, -4.1%, -21.8%, 12.8%
> CCc1ccc(OCC(=O)NNC(=O)C2CCC2)cc1
    nt, 13.0%, 13.3%, 1.9%, 0.6%, -14.1%, nt, -12.4%, -8.9%
> Cc1ccoc1C(=O)N1CCCC(CCC(=O)N2CCN(c3ccccn3)CC2)C1 (configuration not stated)
    6.8%, 5.7%, 48.1%[activator], -5.7%[0.501 µM], 23.2%, 6.5%, 0.2%, -12.8%, -18.8%[11.4 µM]

# Two entries drawn at random from those above, as already listed:
# Values run as follows: Pol beta inh, BAZ2B inh, POLI inh, G9a block, APE1 inh, POLK inh, BLM helicase inh, POLH inh, JMJD2A Tudor inh
> CC(C)NCCOCCOc1ccc(Cl)cc1Br
    35.4%, ?, 2.4%, ?, 1.6%, -5.9%, -7.4%, -8.4%, 3.16µM*
> COc1cc(CNCCc2ccc(F)cc2)ccc1OCc1ccc(Cl)nc1
    -0.4%, -16.1%, -4.8%, -6.3%, 3.2%, 1.0%, 18.7%, -2.5%, -1.9%

# (further entries)
# Values run as follows: Pol beta inh, BAZ2B inh, POLI inh, G9a block, APE1 inh, POLK inh, BLM helicase inh, POLH inh, JMJD2A Tudor inh
> O=C(NC(=S)NCc1cccnc1)c1ccc([N+](=O)[O-])cc1
    32.6%, ?, 20.6%, -1.7%, 8.5%, -19.1%, -2.6%, -4.3%, -22.8%
> O=C(Cn1nnc(-c2cccs2)n1)NNC(=O)c1ccccc1Cl
    6.7%, -18.9%, 64.5%[activator], -1.1%, -7.5%, 8.9%, -1.7%, -23.0%, -4.9%
> COc1cc(OC)c(C(=O)NCCCN2CCOCC2)cc1OC
    43.7%, -7.4%, 89.8%[activator], 18.2%[59 µM], 13.2%, -10.6%, -3.6%, -14.9%, 3.0%
> CSc1ccc(S(=O)(=O)NCC(=O)OCC(=O)N(C)CC(=O)Nc2ccc(F)cc2)cc1[N+](=O)[O-]
    nt, nt, 17.8%, nt, nt, -6.0%, nt, -23.7%, -21.9%
> O=C(NCCC1=CCCCC1)c1cc(COc2c(F)cccc2F)on1
    6.5%, 2.5%[57.1 µM], 44.8%[activator], 11.3%, 18.6%, -8.8%, 0.0%, -1.2%, 9.8%
> Cn1cnnc1SCC(=O)Nc1ccccc1Oc1ccccc1
    24.0%, -3.4%, 26.0%, 23.5%, 9.7%, 4.8%, 0.2%, -21.5%, 0.7%
> CCOC(=O)c1cc2sccc2n1CC(=O)N1CCc2ccccc21
    -29.9%, -4.6%, 20.1%, -4.6%[12.7 µM], -0.6%, -10.0%, -1.2%, -10.3%, -17.6%
